# High-throughput results: PubChem BioAssay, National Center for Advancing Translational Sciences (NCATS)
# DT40 TDP1 CPT: growth inhibition of DT40 Tdp1-/-;hTDP1 cells with camptothecin (screen for TDP1 inhibitors); Potency, µM (highest dose often 46.2 µM), inactives show at the top dose activity change, negative = growth inhibition, actives largely listed as inhibitors; 420,000 tested, 12% active; AID 686979; chicken DT40 Tdp1-/-;hTDP1 cells + 20 nM CPT, ATP luminescence, 48 h; note: nearly all actives have a fitted effect of over 55% in size
#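 Cell growth measured by CellTiter-Glo luminescence after a minimum 48 h, 37 C compound exposure with 20 nM CPT in Tdp1-knockout DT40 cells stably expressing hTDP1, seeded 400/well; qHTS titration format.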
# DT40 TDP1 no CPT: qHTS for Inhibitors of human tyrosyl-DNA phosphodiesterase 1 (TDP1): qHTS in cells in absence of CPT; 420,000 tested, 15% active; Potency, µM (doses to about 46.2 µM), without a hit: at the top dose activity change, negative = growth inhibition, usual class: inhibitors; DT40 Tdp1-/- hTDP1 cells, no CPT, ATP luminescence, 48 h; note: nearly all actives have a fitted effect of over 55% in size
#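 A cellular qHTS used chicken DT40 cells lacking endogenous Tdp1 but carrying stably transfected human TDP1. Compounds were applied without camptothecin, and cell growth kinetics were judged by ATP-dependent luminescence after ≥48 hr.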
# TDP1 block: blocks human tyrosyl-DNA phosphodiesterase 1. Q9NUW8. recombinant TDP1, AlphaScreen DNA substrate cleavage. Potency, µM (series often up to 130 µM), without a hit: at the top dose activity change, negative = inhibition, hits mostly inhibitors. 350,000 tested, 0.28% active. AID 485290; note: nearly all actives have a fitted effect of over 40% in size
# Target sequence (Q9NUW8 whole entry, looked up): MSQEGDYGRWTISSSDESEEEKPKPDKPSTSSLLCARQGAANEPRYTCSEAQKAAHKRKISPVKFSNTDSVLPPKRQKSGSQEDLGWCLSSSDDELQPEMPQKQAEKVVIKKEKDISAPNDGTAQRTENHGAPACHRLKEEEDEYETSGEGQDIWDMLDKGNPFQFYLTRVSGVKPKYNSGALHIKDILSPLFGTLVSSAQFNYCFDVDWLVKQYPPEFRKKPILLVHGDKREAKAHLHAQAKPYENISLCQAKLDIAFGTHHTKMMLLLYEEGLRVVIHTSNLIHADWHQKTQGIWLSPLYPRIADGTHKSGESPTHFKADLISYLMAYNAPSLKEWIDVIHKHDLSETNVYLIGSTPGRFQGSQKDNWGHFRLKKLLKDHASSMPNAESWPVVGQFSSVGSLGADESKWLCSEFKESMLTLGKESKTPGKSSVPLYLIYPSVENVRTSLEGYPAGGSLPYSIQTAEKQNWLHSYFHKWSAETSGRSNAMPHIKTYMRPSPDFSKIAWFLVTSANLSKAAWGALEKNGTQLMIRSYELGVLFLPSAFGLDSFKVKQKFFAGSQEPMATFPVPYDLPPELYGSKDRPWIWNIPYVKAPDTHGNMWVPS
#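 AlphaScreen read-out: signal falls as enzyme removes the 3' tyrosine-FITC from a 5'-biotinylated DNA oligo (15 nM, 5 min, RT). Enzyme was E. coli-made recombinant Tdp1 at 1 nM, exposed to compound for 15 min beforehand; beads 10 ug/ml, 10 min.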
# * marks the source's active call; other numbers are inactive results; u = inconclusive; x = no result given; [ ] = dose if it differs, or a comment. Calls come from the whole dose curve; as a rule, active = well fitted curve in the direction sought with a large enough effect; inconclusive = small, poorly fitted or top-dose-only effect, or another doubt; inactive = no such curve, though single readings can be large; an effect the other way counts as inactive or inconclusive. % is set by controls: 0 for no effect and ±100 for the full control effect; potency is the fitted concentration of half-maximal effect. Outcome played no part in choosing rows; about 18% have a hit in one of these screens.
# The opening 4 entries (preview)
# Values in the order – DT40 TDP1 CPT, DT40 TDP1 no CPT, TDP1 block
- Cc1cc2c(c(N)n1)c(=O)oc1ccccc12
    -29%, u, 2%
- C[C@H](CO)N1C[C@H](C)[C@@H](CN(C)C(=O)Nc2ccc(C(F)(F)F)cc2)Oc2c(NC(=O)Nc3ccc4c(c3)OCO4)cccc2C1=O
    u, 18µM*, 4%
- Cc1ccccc1SCC(=O)Nc1cc(C(F)(F)F)ccc1N1CCOCC1
    u, u, x
- Cc1noc(/C=C/c2ccccc2F)c1S(=O)(=O)N1CCC(C(=O)N2CCOc3ccccc32)CC1
    u, u, 2%

# The whole of this part, repeating the preview:
# Values in the order – DT40 TDP1 CPT, DT40 TDP1 no CPT, TDP1 block
- Cc1cc2c(c(N)n1)c(=O)oc1ccccc12
    -29%, u, 2%
- C[C@H](CO)N1C[C@H](C)[C@@H](CN(C)C(=O)Nc2ccc(C(F)(F)F)cc2)Oc2c(NC(=O)Nc3ccc4c(c3)OCO4)cccc2C1=O
    u, 18µM*, 4%
- Cc1ccccc1SCC(=O)Nc1cc(C(F)(F)F)ccc1N1CCOCC1
    u, u, x
- Cc1noc(/C=C/c2ccccc2F)c1S(=O)(=O)N1CCC(C(=O)N2CCOc3ccccc32)CC1
    u, u, 2%
- COc1ccc(CNc2ccc3c(c2)ncn3C)cc1OC
    u, u, 4%
- COc1ccc2c(C)c(CCC(=O)NCc3ccccc3Cl)c(=O)oc2c1C
    2%, u, -2%
- Cc1cc(/C=C(\C#N)C(=O)NCCc2c[nH]c3ccccc23)c(C)n1C
    u, u, 8%
- CC(C)Oc1ccc(C(=O)N2CCCC2C(=O)O)cc1 (centres undefined)
    -4%, 3%, 3%
- CCOC(=O)C1CCN(Cc2cnc(Oc3ccc(Cl)cc3C)s2)CC1
    4%, -23%, 2%
- O=C(Nc1nc(=S)ss1)c1ccc(Cl)cc1Cl
    -15%, -11%, 1%
- CCc1cccc(C)c1NC(=O)c1cccc(N(C)C)c1
    u, u, 7%
- CCOc1ccc(-c2nc(-c3cccnc3)no2)cc1OCC
    u, -27%, 3%
- O=c1n(Cc2ccc([N+](=O)[O-])cc2)c2ccccc2c2nc(-c3ccccc3)nn12
    7.3µM*, u, 2%
- Cc1cc2c(NC(=O)CCCC(=O)O)cccc2nn1
    0%, 1%, 6%
- O=C(COC(=O)Cc1c(Cl)cccc1Cl)NC1CCCC1
    -7%, u, 1%
- COc1cccc(/C=N/NC(=O)C[n+]2ccccc2)c1O
    -3%, -10%, 8%
- Cc1nc(CCNC(=O)Cc2ccc(Cl)cc2)cs1
    10%, 9%, 2%
- CC(C)(C)c1ccc(C(=O)NCCNC(=O)c2ccco2)cc1
    0%, -22%, 3%
- CCC(CC)C(=O)N(C)c1c(C)nc2c(OCc3cc(Cl)cc(Cl)c3)cccn12
    u, u, x
- Cc1cc(C)cc(N(CC(=O)N2CC=C(c3ccccc3)CC2)S(=O)(=O)c2c(C)noc2C)c1
    u, u, 3%
- Cc1c(C)c2cc(Cl)c(OCC(=O)NCCCn3ccnc3)cc2oc1=O
    5%, 3%, 2%
- COc1ccc(-c2n[nH]c(=S)n2-c2ccc(C)cc2)cc1OC
    9%, -19%, 3%
- COc1ccc(OCC(O)Cn2c(Nc3ccccc3)nc3c2c(=O)n(C)c(=O)n3C)cc1 (centres undefined)
    1%, -14%, -3%
- Cc1ccc2nc(SCc3nc4c(cnn4-c4ccccc4)c(=O)[nH]3)[nH]c2c1
    21µM*, 16µM*, 3%
- Cc1ccc(NC(=O)C2(c3ccccc3)CC2(Cl)Cl)cc1C (centres undefined)
    u, 16µM*, -8%
- CCOc1ccccc1NC(=O)CCS(=O)(=O)c1ccc2c(c1)CCN2C(C)=O
    u, -19%, 1%
- CCOCCSC1=C(C#N)C(c2cccs2)C(C(C)=O)=C(C)N1 (centres undefined)
    -2%, u, 9%
- Cc1ccc(Cc2c(-c3ccc(Cl)cc3)nc3ccc(Br)cn23)cc1
    16µM*, 26µM*, x
- CC(O)(COc1ccccc1)c1ccc2c(c1)CN(Cc1cccnc1)CCO2 (centres undefined)
    20%[9.04 µM], -14%, x
- Cc1ccc(C)c(NC(=O)CN(C)S(=O)(=O)c2ccc(F)cc2)c1
    4%, -18%, 5%
- O=C(Nc1ccc(F)cc1F)c1cc2n(n1)C(C(F)(F)F)C1CCCCC1N2 (centres undefined)
    0%, u, 9%
- CCC(CC)NC(=O)COC(=O)c1ccc(OCC(=O)Nc2ccccc2OC)c(OC)c1
    -15%, -12%, -3%
- COc1cc(OC)cc(C(=O)NC(=S)Nc2ccc(NC(=O)c3ccco3)cc2)c1
    5%, -3%, 0%
- Cc1[nH]c(=O)[nH]c(=O)c1S(=O)(=O)N1CCCC(C(=O)NCc2ccco2)C1 (centres undefined)
    -22%, -3%, -1%
- O=C(CCc1ccccc1)NNC(=S)NCc1ccc(Cl)cc1
    u, -15%, 2%[56.1 µM]
- COc1ccc(OC)c(C(=O)CSc2nc3ncccc3[nH]2)c1
    u, u, 3%
- [O-]/C(=C(\C(=S)Nc1ccccc1F)[n+]1ccccc1)c1ccc(-c2ccccc2)cc1
    -5%, -6%, 3%
- COC(=O)CN1C(=O)COc2ccc(S(=O)(=O)N3CCCC3)cc21
    -7%, 23%, -1%
- O=C(N/N=C1\CCSc2ccc(F)cc21)c1cccnc1
    -10%, -19%, 6%
- Cc1cc(C)nc(-n2nc(C)cc2NC(=O)c2cc3ccccc3oc2=O)n1
    u, -25%, x
- NC(=O)CSc1ncnc2c1cnn2Cc1ccccc1
    -17%, -7%, -1%
- CCN(CC)S(=O)(=O)c1csc(C(=O)OCC(=O)c2ccccc2)c1
    0%, -2%, 0%
- CCOc1ccc(/C=N/NC(=O)C(O)c2ccccc2)c(O)c1 (centres undefined)
    4.1µM*, u, 2%
- CC1CN(C(=O)/C=C/c2ccccc2[N+](=O)[O-])CC(C)O1 (centres undefined)
    -3%, -3%, 4%
- C/C(=N\NC(=O)C(O)c1ccccc1)c1cccnc1 (centres undefined)
    -17%, 2%, 1%[56.1 µM]
- CC(C)COC(=O)N1CCCCC1c1cc(C(=O)NCc2ccc(F)cc2)no1 (centres undefined)
    u, 21µM*, x
- CCc1ccc2[nH]c(C(=O)Nc3ccc(Br)c(C)n3)cc2c1
    -21%, -10%, x
- O=C(O)C1CC(O)CN1C(=S)Nc1ccccc1 (centres undefined)
    7%, -19%, -3%
- O=c1[nH]c(/C(Cl)=C/c2cc(Cl)ccc2O)nc2cc(Cl)ccc12
    13µM*, 13µM*, 7%
- COc1ccc(CC(=O)OCC(=O)NCCc2ccccc2)cc1OC
    -4%, -11%, 0%
- c1ccc(Oc2ccccc2-c2cc(NCCc3cccnc3)n3nccc3n2)cc1
    18µM*, u, x
- Cc1ccc(C(=O)Nc2ccc(NC(=O)c3cccs3)cc2)cc1[N+](=O)[O-]
    u, -16%, -1%
- COc1ccc(NC(=O)C2Cc3c(-c4cccc(F)c4)ccnc3O2)cc1 (centres undefined)
    21µM*, u, x
- CCCCNC(=O)c1cn(C)c2ccc(S(=O)(=O)N3CC(C)CC(C)C3)cc2c1=O (centres undefined)
    u, 11%, 4%
- CCN(CC(=O)Nc1ccccc1C(F)(F)F)C(=O)c1cc(S(=O)(=O)N2CCCCCC2)ccc1OC
    u, -116%, 0%
- CCC1(CC)NC(=S)NC1=S
    14%, 4%, x
- CN(C)CCCNC(=O)C(=O)NCC(c1cccs1)S(=O)(=O)c1ccc(F)cc1 (centres undefined)
    u, -3%, 1%
- NC(=O)CC(NC(=O)Cc1ccc(Br)cc1)c1ccc(NCc2ccccn2)c([N+](=O)[O-])c1 (centres undefined)
    -16%, -7%, 6%
- COC(=O)C1CCN(C(=O)COC(=O)c2oc3ccc(OC)cc3c2C)CC1
    -18%, -25%, 1%
- CC1(C)CCC(NC(=O)[C@@H](N)CCC(=O)O)CC1
    2%, 2%, 7%[56.1 µM]

# The listing continues.
molecule | DT40 TDP1 CPT | DT40 TDP1 no CPT | TDP1 block
CCn1nc(NC(=O)C(C)C)c2cc3ccc(C)cc3nc21 | -1% | -19% | x
CCCCn1c(=O)[nH]c(=O)c2c1nc(-c1ccc([N+](=O)[O-])cc1)n2CC | u | u | 45%[activator]
Cc1ccc(NC(=O)CN(C)C(=O)/C=C/c2cccc(F)c2)cc1 | 1% | 0% | -2%
COC(=O)c1ccccc1NC(=O)CSc1ccccc1 | 0% | 1% | -1%
CC(C)C[C@H](NC(=O)NCCc1ccc(Cl)cc1)C(=O)O | -5% | 4% | -2%
O=C(NCc1ccccc1)C1=C[C@H](C2CCCCC2)C[C@H](OCCCCO)O1 | u | u | x
CCn1cnc2c1c(=O)n(CC(=O)O)c(=O)n2Cc1ccccc1 | -13% | -11% | x
CCCCN(C(=O)COC(=O)c1ccccc1)c1c(N)n(CCC)c(=O)[nH]c1=O | -22% | 7% | 0%
Cc1cccc(C)c1OCC(O)CN (centres undefined) | -2% | -13% | 6%
CC(C)(C)n1ncc2c(=O)n(CC(=O)NCc3ccco3)cnc21 | u | u | 5%
O=C(Cc1ccccc1)Nc1ncccn1 | 8% | 4% | -1%
Clc1ccc(Oc2ncnc3oc(-c4ccccc4)cc23)cc1 | -13% | u | 2%
COCC(=O)Nc1cc(Sc2ccccc2)ccc1N=C(NC(=O)OC)NC(=O)OC | u | u | x
COc1ccccc1C(=O)Nc1ccc(-c2nc3ccccc3s2)c(C)c1 | u | u | 3%
O=C(CCC1CCCN(c2ncccn2)C1)NCc1ccccc1F (centres undefined) | 6% | 12% | x
COc1ccc(C2=NOC(C(=O)Nc3cccnc3Cl)C2)cc1 (centres undefined) | -12% | -20% | 3%
Fc1ccc(-c2ncc3ccccn23)cc1 | 2% | -7% | -1%
COc1ccc(N2CCN(c3nc4ccccc4n3CC(=O)c3ccccc3)CC2)cc1 | u | u | 13%
CCS(=O)(=O)c1nnnn1-c1ccccc1S(C)(=O)=O | u | u | -2%
C=CC(=O)Nc1cccc(Nc2nc(N[C@H]3CC[C@H](N(C)C)CC3)nc3c2ncn3C(C)C)c1 | 0.15µM* | 0.21µM* | x
COC(=O)CN1C(=O)C(C)(C)Oc2ccc(C(=O)Nc3cccc(OC)c3)cc21 | u | u | x
COc1ccc(Cl)cc1NC(=O)c1nc(S(C)(=O)=O)ncc1N(Cc1ccc(C)cc1)Cc1ccco1 | 8.2µM* | 9.2µM* | 3%
Cc1ccc(C(=O)O/N=C(\c2ccccc2)c2ccncc2)cc1 | 4% | -17% | 6%
CCN(c1cccc(C)c1)S(=O)(=O)c1ccc2c(c1)CCN2C(C)=O | u | 16µM* | -1%
CC(C)(C)C(=O)CSc1nnc(Nc2ccccc2)s1 | 5% | -26% | 3%
CC(C)(C)c1ccc(OCC(O)CN2CCN(C(=O)c3ccccc3)CC2)cc1 (centres undefined) | 16µM* | 21µM* | 6%
CC1(C)CC(=O)/C(=C(\O)c2ccccc2)C(=NCCO)C1 | 4% | -12% | -6%
Cc1cc(C)c(S(=O)(=O)NCC(c2cccs2)S(=O)(=O)c2ccccc2)c(C)c1 (centres undefined) | 1.2µM* | 4.1µM* | 0%
Cn1c(CNc2nc(-c3ccccc3)cs2)nnc1SCC(=O)c1ccccc1 | u | u | 9%
Cc1ccc(-c2nc(CSCC(=O)Nc3cc(C)on3)c(C)o2)cc1 | -15% | -29% | 1%
Cc1cc2nc(C)n(CCCNC(=O)Nc3ccc(F)cc3)c2cc1C | u | 23µM* | 5%
CCOC(=O)c1ccc(NC(=S)NCc2ccccc2)cc1 | -21% | u | x
O=C(CSc1ccccc1)NCCc1ccc(F)cc1 | 1% | -3% | x
C=C(C)c1cccc(C(C)(C)NC(=O)Nc2ccc(C(C)=O)cc2)c1 | 4% | u | 8%
O=C(Cn1cc(C(=O)C(F)(F)F)c2ccccc21)NCc1ccco1 | 3% | 1% | 3%
CCCCCn1c(SCCc2ccccc2)nc2c1c(=O)[nH]c(=O)n2C | u | u | 4%
CC(=O)[C@H]1CC[C@H]2[C@@H]3CC=C4C[C@@H](OS(=O)(=O)O)CC[C@]4(C)[C@H]3CC[C@]12C | 17% | 26% | x
Cc1ccc(CNC(=O)CSc2nnc3c(n2)[nH]c2ccc(F)cc23)cc1 | 9% | 5% | x
CCOc1ccc(C(=O)Nc2cc(Cl)ccc2-n2cncn2)cc1OC | 2% | 6% | x
COC(=O)c1c(NC(=O)COc2c(C)cccc2C)sc2c1CCCC2 | u | -28% | -1%[12.3 µM]
CCN(CC)S(=O)(=O)c1ccc(C(=O)NCCOC(=O)c2ccc(F)cc2F)cc1 | -14% | u | x
